# Source: PubChem (NCI)
# Growth percent in the NCI-60 one-dose screen (48 h, 10 µM unless noted): 100 = growth as untreated, 0 = no growth, -100 = all killed.
# EKVX: EKVX NSCLC | hit rate 3% among 71,000 | AID 1794765
# HOP-92: HOP-92 NSCLC cells; AID 1794738; hit rate 6.3% among 71,000
# M14: M14 melanoma; hit rate 6.2% among 80,000
# HOP-62: HOP-62 NSCLC; AID 1794735; hit rate 3.9% among 80,000
# A549/ATCC: A549/ATCC NSCLC; hit rate 3.7% among 81,000; AID 1794740
# MOLT-4: MOLT-4 leukemia cells; hit rate 6.9% among 80,000
# RPMI-8226: RPMI-8226 leukemia cells | hit rate 7.5% among 77,000 | AID 1794781
# CCRF-CEM: CCRF-CEM leukemia. AID 1794778. hit rate 7% among 77,000
# * = called active by the depositor; . = not tested or not shown; & = joins results of further samples; [ ] = remark or other dose. Rule for the calls: active = growth percent below 10; inactive = the rest.
1) CSC(=S)O[C@@H]1CC(C)(C)CC2C3=CCC4[C@@]5(C)CCC(=O)C(C)(C)C5CC[C@@]4(C)[C@]3(C)CC[C@]21C(=O)O (some centres undefined)
2) CCOC(=O)C1=NN(c2ccccc2)C(=O)C1N=Nc1c(Br)cc(S(N)(=O)=O)cc1Br (centres undefined)
3) CNC(=S)N/N=C(\C=N\NC(=S)NC)c1ccc(C)cc1
4) C=C(C)[C@@H]1CC[C@]2(C(=O)N3CCN(C)CC3)CC[C@]3(C)[C@H](CC[C@@H]4[C@@]5(C)CC/C(=N/O)C(C)(C)[C@@H]5CC[C@]43C)[C@@H]12
5) C/C(=N\N=C1/NC(=O)C(CC(=O)O)S1)c1nnn(-c2ccc(Cl)cc2)c1C (centres undefined)
6) N#Cc1c(-c2ccc(Cl)cc2)nc(N=Nc2c(O)[nH]c3ccccc23)nc1N1CCOCC1
7) O=C1CCN(S(=O)(=O)c2ccc(OC(F)(F)F)cc2)CC1
8) CC(C)(C)OC(=O)NCCC1SC2C=CC1C2 (centres undefined)

Assay by compound,1,2,3,4,5,6,7,8
EKVX,83,.,.,87,101,107,98,99
HOP-92,85,.,92,82,.,106,102,86
M14,88,109,102,91,100,97,99,93
HOP-62,100,103,88,104,107,103,107,93
A549/ATCC,64,105,101,95,101,87,101,71
MOLT-4,69,104,97,67,104,99,102,99
RPMI-8226,52,94,88,62,101,101,.,78
CCRF-CEM,65,96,101,90,110,101,103,92

9) CC(=O)c1cc(C(=O)c2ccc3c(c2)Sc2ccccc2N3)c2c(C)cccn12
10) CCN(CC)c1ccc(C=O)c(OCc2cn(CC(=O)Nc3ccc(Cl)cc3)nn2)c1
11) COc1ccc(-c2cc(-c3ccc(Nc4nc(Nc5ccccc5)nc(Nc5ccc(Cl)cc5)n4)cc3)nc(N)c2C#N)cc1
12) C=CC(C)n1ccnc1 (centres undefined)
13) O=C1c2ccccc2C(=O)c2c1oc1c2c(=O)[nH]c2ccc(Cl)cc21
14) CC(=O)Nc1nc(O)c(C=N)s1
15) O=C(CSc1nccc(Nc2ccc(S(=O)(=O)Nc3nccs3)cc2)n1)c1ccc(Cl)cc1
16) Cc1ccc(S(=O)(=O)Nc2ccc(C3=NNC(c4cccc(F)c4)C3)cc2)cc1 (centres undefined)

Assay by compound,9,10,11,12,13,14,15,16
EKVX,38,83,19,.,15,.,101,.
HOP-92,94,81,-68*,105,-37*,105,107,88
M14,17,88,.,104,10,107,99,101
HOP-62,19,90,-31*,99,-39*,103,130,94
A549/ATCC,20,88,38,98,-0.1*,93,103,95
MOLT-4,12,52,2.1*,99,18,99,116,95
RPMI-8226,16,58,-30*,106,4.8*,95,108,106
CCRF-CEM,16,73,3.4*,97,29,80,106,100

# 3 compounds out of the list, ordered by molecular weight, largest number first:
15) O=C(CSc1nccc(Nc2ccc(S(=O)(=O)Nc3nccs3)cc2)n1)c1ccc(Cl)cc1
10) CCN(CC)c1ccc(C=O)c(OCc2cn(CC(=O)Nc3ccc(Cl)cc3)nn2)c1
13) O=C1c2ccccc2C(=O)c2c1oc1c2c(=O)[nH]c2ccc(Cl)cc21

Assay by compound,15,10,13
EKVX,101,83,15
HOP-92,107,81,-37*
M14,99,88,10
HOP-62,130,90,-39*
A549/ATCC,103,88,-0.1*
MOLT-4,116,52,18
RPMI-8226,108,58,4.8*
CCRF-CEM,106,73,29

# Next section.
17) O=C1N(CCl)c2ccccc2C1(Cl)Cl
18) CC(C)(C)n1cc(-c2ccnc(NCCCNS(=O)(=O)c3ccccc3)c2)c(-c2ccccc2)n1
19) Clc1c(-c2ccccc2)oc2nc3ccccc3nc12
20) Cc1nc(SCC(=O)O)n[nH]1
21) Cc1cccc(Cl)c1NC(=O)Nc1ccc(C#N)cc1
22) O=C(CC(=O)OCc1ccccc1)OCc1ccccc1
23) COc1ccc(C(=O)Nc2cccc(-c3cc(=O)c4c(O)c(OC)c(OC)cc4o3)c2)cc1
24) O=C(Nc1ccccc1)c1sc(-c2cccc(C(F)(F)F)c2)cc1O

Assay by compound,17,18,19,20,21,22,23,24
EKVX,100,71,81[100 µM],94,102,95,95,81
HOP-92,.,25,93[100 µM],106,91,95,58,-7.0*
M14,93,67,98[100 µM],102,89,109,93,.
HOP-62,100,91,84[100 µM],93,92,97,70,79
A549/ATCC,101,63,92[100 µM],100,90,100,85,64
MOLT-4,107,.,111[100 µM],.,92,110,81,88
RPMI-8226,100,65,91[100 µM],.,79,99,75,36
CCRF-CEM,104,43,105[100 µM],104,92,98,88,87

25) COc1ccc(C(=O)COc2ccc(/C=C3\Oc4ccc5ccccc5c4C3=O)cc2)cc1
26) Cc1ccc(C)c(C(C(N)=O)C(C)C)c1 (centres undefined)
27) O=C(O)/C=C\C(=O)Nc1cccc2ccccc12
28) Cc1ccc2nc(-c3cc4c([nH]c5ccccc54)c(-c4ccc(F)c(F)c4)n3)[nH]c2c1
29) COC(=O)/C=C1/CCC2C3CCC4=CC(=O)C(Br)CC4(C)C3C(=O)CC12C (centres undefined)
30) O=C(/C=C/c1cccc2ccccc12)Nc1ncc(Cc2ccccc2)s1
31) NC(=S)N/N=C/c1ccccc1S(=O)(=O)O
32) COc1ccc(C2N=C(N)Nc3n[nH]c(N)c32)cc1 (centres undefined)

Assay by compound,25,26,27,28,29,30,31,32
EKVX,91,97,112&65,.,98,20,93,105
HOP-92,95,.,115,99,77,70,87,.
M14,100,96,97&100,84,60,-21*,104,110
HOP-62,104,99,104&96,80,81,29,88,109
A549/ATCC,.,95,105&100,79,.,20,77,101
MOLT-4,50,95,84&77,35,52,18,101,44
RPMI-8226,67,102,95&82,47,61,8.6*,94,97
CCRF-CEM,-22*,97,101&51,17,5.9*,10,87,91

33) CC(=O)c1ccc(Br)s1
34) CC(C)NC(=O)c1ccc(C(C)C)cc1
35) COc1ccc(-c2nc(NN)c3c(C)nn(-c4ccc(F)cc4)c3n2)cc1
36) Nc1n[nH]c(CCCO)c1-c1nc2ccccc2c(=O)[nH]1
37) O=[N+]([O-])CC(O)c1ccccc1Cl (centres undefined)
38) O=C(c1nnc(Nc2ccc(Cl)cc2)o1)c1c[nH]c2ccccc12
39) O=C1/C(=C/c2ccc(B(O)O)cc2)Oc2cc(O)ccc21
40) CC(NCCc1ccccc1)C1CCOC1=O (centres undefined)

Assay by compound,33,34,35,36,37,38,39,40
EKVX,102,94,59,101,119,98,103,106
HOP-92,.,105,53,.,88,85,86,94
M14,112,101,26,111,95,96,107,97
HOP-62,104,93,51,93,99,85,106,104
A549/ATCC,107,102,38,108,92,89,85,87
MOLT-4,106,96,38,108,89,107,97,81
RPMI-8226,102,106,55,99,104,92,93,99
CCRF-CEM,101,102,23,98,107,91,89,102

41) NC(CC(=O)O)C(=O)OCc1ccccc1 (centres undefined)
42) O=[N+]([O-])c1ccccc1I
43) C[C@@H](CO)[C@@H]1CCC=C2CC[C@]3(C)[C@H](CC[C@@H]4[C@@]5(C)CCCNC(C)(C)[C@@H]5CC[C@]43C)[C@H]21
44) NC1=NN(O)C2=CC(Cl)C=CC2=N1 (centres undefined)
45) CC(=O)Nc1ccc(Cl)cc1C(=O)c1ccc[nH]1
46) Clc1ncc(Br)c(Cl)n1
47) C/C1=C\CC[C@@]2(C)O[C@H]2[C@H]2OC(=O)C(COc3ccc4ccccc4c3)[C@@H]2CC1 (some centres undefined)
48) CC(Oc1ccccc1-c1ccccc1)C(=O)N(C)C (centres undefined)

Assay by compound,41,42,43,44,45,46,47,48
EKVX,.,104,95,75,100,.,99,88
HOP-92,86,78,76,86,83,.,93,107
M14,104,107,31,99,110,104,94,110
HOP-62,87,103,91,90,107,107,90,101
A549/ATCC,105,109,47,103,101,107,90,118
MOLT-4,103,93,10,87,99,97,97,116
RPMI-8226,99,94,-20*,110,94,103,94,110
CCRF-CEM,108,86,26,104,95,97,101,126

49) CCCCCCNC(=O)Oc1ccc(/C(=C(\C)c2ccc(Cl)cc2)c2ccc(OCCN(CC)CC)cc2)cc1
50) CCCCCC(=O)OC1CCCCC1
51) N#C/C(=C/c1ccc([N+](=O)[O-])cc1)n1nnc2cc(F)c(F)cc21
52) CC(=O)c1ccc(Nc2ccnc(SCC(=O)c3ccc(Br)cc3)n2)cc1
53) CO[C@@H]1[C@@H](OC(N)=O)[C@@H](O)[C@H](Oc2ccc3c(O)c(NC(=O)c4ccc(O)c(CC=C(C)C)c4)c(=O)oc3c2C)OC1(C)C
54) Nc1ccc(/C=C2\C=Cc3ccccc32)cc1
55) CCOC(=O)c1nn(C2CCCCO2)c2ccc(NC(=O)Cc3cccc4ccccc34)cc12 (centres undefined)
56) COc1cccc(Nc2nc(N)nc(CN3CC(C)CC(C)C3)n2)c1 (centres undefined)

Assay by compound,49,50,51,52,53,54,55,56
EKVX,74,.,103,102,92,77,65,.
HOP-92,58,86,100,99,96,70,93,53
M14,-4.9*,112,70,102,97,95,97,89
HOP-62,78,104,97,97,105,93,81,100
A549/ATCC,58,107,88,90,100,88,89,90
MOLT-4,35,78,39,61,115,76,78,87
RPMI-8226,52,95,-19*,65,103,.,83,85
CCRF-CEM,55,.,15,70,101,72,54,.

57) CCOc1cc(/C=N\NC(=O)C[N+](C)(C)C)ccc1O
58) NC(=S)N/N=C/C=C/c1ccco1
59) O=S(=O)(c1ccccc1)N1CCN(c2nc(-c3ccccc3)nc3nc(-c4ccccc4)oc23)CC1
60) CCOC(=O)C1(C(=O)OCC)C(C)CC(=O)N1c1ccccc1OC (centres undefined)
61) O=c1cc(Cn2cc(CSc3nc4cc(Cl)ccc4o3)nn2)c2c(ccc3ccccc32)o1
62) CC(C)C(N)CO (centres undefined)
63) Cc1ccc[n+](CC(O)c2ccccc2)c1 (centres undefined)
64) COc1cc2ccccc2[n+](C)c1-c1ccccc1F

Assay by compound,57,58,59,60,61,62,63,64
EKVX,99,92&106,110,.,99,110,103,58
HOP-92,.,101&100,118,98,113,97,73,90
M14,118,106&99,103,104,108,109,97,92
HOP-62,115,114,101,103,96,107,72,90
A549/ATCC,105,93&105,105,97,104,91,76,79
MOLT-4,29,94&98,103,101,98,122,91,93
RPMI-8226,94,104&96,118,104,110,110,90,74
CCRF-CEM,99,104&98,105,100,97,118,95,84

65) CC(C)(SCc1ccccc1)C(N)C(=O)O (centres undefined)
66) CCC(CC)NCCCCCNc1cc(OC)cc2cccnc12
67) CCCCCCCCCCCCCCCC(=O)Nc1ccn(C=C=CCO)c(=O)n1
68) COC(=O)N/N=C/c1cc(OC)ccc1O
69) Cc1ccc(/C=C/c2c(C(=O)c3ccccc3)c(C)nc3ccccc23)cc1
70) COc1cc([N+](=O)[O-])c2nc(C(=O)O)ccc2c1
71) CCCCN1c2nc3ccccc3nc2SC1Nc1ccccc1 (centres undefined)
72) CSc1cnc2ccccc2n1

Assay by compound,65,66,67,68,69,70,71,72
EKVX,.,104,97,.,99,106,94,103
HOP-92,110,.,112,104,99,109,90,100
M14,98,.,79,113,113,100,112,97
HOP-62,104,85,87,112,107,130,101,85
A549/ATCC,107,96,95,95,91,98,97,83
MOLT-4,95,98,59,103,92,116,102,107
RPMI-8226,104,115,77,99,91,96,109,109
CCRF-CEM,.,114,55,85,104,98,113,113

73) CCC(=O)c1ccc([N+](=O)[O-])cc1
74) COc1ccc(-c2nnc(CSC3=NC(c4ccc(F)cc4)C(C(C)=O)=C(C)N3)o2)cc1 (centres undefined)
75) COc1cc(C2CC(c3cccs3)=NN2c2ccc(S(N)(=O)=O)cc2)cc(OC)c1OC (centres undefined)
76) Nc1ccc(C2=NNC(=O)Cc3cc4c(cc32)OCCO4)cc1Cl
77) CCCCCCCC/C=C\CCCCCCCCOc1ccc(CCOP(=O)(O)OCC[N+](C)(C)C)cc1
78) COc1ccc(-c2cc(C(=O)NCc3ccccc3)nn2-c2ccc(S(C)(=O)=O)cc2)cc1
79) Nc1nc2nonc2nc1Nc1ccccc1F
80) CCN1CCN(C(=O)NC(C(=O)N[C@@H]2C(=O)N3[C@@H]2SC(C)(C)[C@@H]3C(=O)O)c2ccccc2)C(=O)C1=O (some centres undefined)
81) C#CCCN(Cc1ccccc1OC)Cc1ccccc1S(=O)(=O)c1ccccc1

Assay by compound,73,74,75,76,77,78,79,80,81
EKVX,.,104,.,64,98,94,.,109,.
HOP-92,114,83,91,.,74,76,73,84,69
M14,113,87,108,17,94,107,.,100,85
HOP-62,.,81,101,46,73,103,101,105,89
A549/ATCC,100,84,91,40,85,100,91,101,72
MOLT-4,.,89,99,35,95,77,96,114,68
RPMI-8226,98,86,100,56,39,85,94,102,66
CCRF-CEM,100,84,108,43,.,95,97,97,.

# Compounds listed so far with an NH in an aromatic ring, in the order listed:
6) N#Cc1c(-c2ccc(Cl)cc2)nc(N=Nc2c(O)[nH]c3ccccc23)nc1N1CCOCC1
13) O=C1c2ccccc2C(=O)c2c1oc1c2c(=O)[nH]c2ccc(Cl)cc21
20) Cc1nc(SCC(=O)O)n[nH]1
28) Cc1ccc2nc(-c3cc4c([nH]c5ccccc54)c(-c4ccc(F)c(F)c4)n3)[nH]c2c1
32) COc1ccc(C2N=C(N)Nc3n[nH]c(N)c32)cc1 (centres undefined)
36) Nc1n[nH]c(CCCO)c1-c1nc2ccccc2c(=O)[nH]1
38) O=C(c1nnc(Nc2ccc(Cl)cc2)o1)c1c[nH]c2ccccc12
45) CC(=O)Nc1ccc(Cl)cc1C(=O)c1ccc[nH]1

Assay by compound,6,13,20,28,32,36,38,45
EKVX,107,15,94,.,105,101,98,100
HOP-92,106,-37*,106,99,.,.,85,83
M14,97,10,102,84,110,111,96,110
HOP-62,103,-39*,93,80,109,93,85,107
A549/ATCC,87,-0.1*,100,79,101,108,89,101
MOLT-4,99,18,.,35,44,108,107,99
RPMI-8226,101,4.8*,.,47,97,99,92,94
CCRF-CEM,101,29,104,17,91,98,91,95
